Pf gametocyte: P. falciparum stage V gametocyte viability inhibition; AID 743093; inhibition, % at 10.9 µM; 150,000 compounds, 0.065% hits; P. falciparum stage V gametocytes, ATP luminescence, 24 h;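 active = inhibition above the mean plus 3 SD of compounds within the control limits, set per campaign, cut at about 38% in these data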;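 also: 0% = DMSO wells and 100% = medium only without gametocytes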
RGS8-Gao: modulates binding of RGS8 to human Galphao; P09471; multiplexed bead flow cytometry; actives lie on both sides; response (percent of control binding), % at 10 µM; 220,000 compounds, 0.34% hits; AID 1423; in the data active = response below about 60% or above about 140%; inactive = in between;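 also: Galphao activated as the GDP aluminium fluoride complex binding bead-coupled RGS8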
Mcl-1 Bim block: human Bim-Mcl-1 interaction inhibition; Q07820; inhibition, % at 10 µM; 190,000 compounds, 0.1% hits; Bead-based flow cytometry, Bim peptide-Mcl-1 binding; in the data active = inhibition above about 40%;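 also: 0% = no compound tracer wells and 100% = peptide blocker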
Target sequence (Q07820 whole entry, looked up): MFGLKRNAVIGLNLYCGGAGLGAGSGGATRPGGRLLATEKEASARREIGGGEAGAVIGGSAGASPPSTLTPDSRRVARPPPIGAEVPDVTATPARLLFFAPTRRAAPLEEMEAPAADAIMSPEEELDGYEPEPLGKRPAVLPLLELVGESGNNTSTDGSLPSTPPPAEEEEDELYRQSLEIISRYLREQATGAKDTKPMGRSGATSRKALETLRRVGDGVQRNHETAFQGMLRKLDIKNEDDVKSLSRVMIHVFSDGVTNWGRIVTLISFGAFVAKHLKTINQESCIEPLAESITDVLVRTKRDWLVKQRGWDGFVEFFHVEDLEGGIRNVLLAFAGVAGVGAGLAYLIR
RGS4-Gao reg: human RGS4-Galphao interaction regulation | binding response (% of control), % at 10 µM | P09471 | AID 1415 | 220,000 compounds, 0.33% hits | Multiplexed bead flow cytometry, RGS4-Galphao binding; actives lie on both sides; in the data active = binding response below about 49% or above about 150%; inactive = in between;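 also: fluorescent Galphao activated with aluminum fluoride binding bead-coupled RGS4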
GSH bead fluor: compound fluoresces at 488/530 nm on GSH beads; GSH beads flow cytometry, compound fluorescence 488/530 nm; active compounds read high; fluorescence (KMESF) at 10 µM; 190,000 compounds, 0.25% hits; in the data active = fluorescence above about 89;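 also: glutathione beads carrying GST-tagged Bcl family fusion proteins plus one bare bead set; values are compound well signal with DMSO vehicle wells as background; inactives centre near 16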
ABCB1 inh: inhibitors of human ABCB1 transporter, ABCG2 counter-screen | P08183 | CCRF-Adr cells, JC-1 efflux, flow cytometry | AID 1326 | 190,000 compounds, 0.067% hits | inhibition, % at 6.6 µM; in the data active = inhibition above about 40%;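 also: 0% = vehicle and 100% = reference inhibitor; higher value means more JC-1 retained so stronger ABCB1 efflux block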
Mcl1-Bid inh: Mcl-1/Bid interaction inhibition; Q07820; TR-FRET Mcl-1/Bid-Dy647 peptide binding, 1536-well; inhibition, % at 21.7 µM; 220,000 compounds, 0.97% hits;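 active = compounds that cut the binding signal by more than half at the single screening dose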;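 also: His-tagged Mcl-1 with europium anti-His antibody binding Bid BH3 peptide; 0% = Mcl-1 plus peptide wells and 100% = peptide-only wells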
Mcl1-Noxa inh: disrupts binding of human Mcl-1 to Noxa peptide; AID 1022; TR-FRET Mcl-1/Noxa peptide binding, 2 h; 220,000 compounds, 1.5% hits; inhibition, % at 21.7 µM;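 active = compounds that cut the protein-peptide binding signal by more than 50% relative to plate controls in a single-dose test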;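 also: His-tagged Mcl-1 with rhodamine Noxa BH3 peptide and terbium anti-His antibody; 0% = Mcl-1 plus Noxa peptide wells and 100% = peptide-only wells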
RGS7-Gao reg: human RGS7-Galphao interaction regulation; P09471; Multiplexed bead flow cytometry, RGS7-Galphao binding; actives lie on both sides; binding response (% of control), % at 10 µM; 220,000 compounds, 0.35% hits; AID 1439; in the data active = binding response below about 49% or above about 150%; inconclusive = no clear call, values can overlap the other calls; inactive = in between;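 also: fluorescent Galphao held in activated GDP-AlF4 state binding bead-coupled RGS7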
Avidin fluor: compound fluoresces at 488/530 nm on avidin beads; compound fluorescence 488/530 nm, flow cytometry; active compounds read high; fluorescence (KMESF) at 10 µM; 220,000 compounds, 0.38% hits; in the data active = fluorescence above about 47; also: inactives centre near 10
ABCG2 inh: blocks JC-1 efflux by human ABCG2 transporter | Q9UNQ0 | AID 1325 | 190,000 compounds, 0.1% hits | inhibition, % at 6.6 µM | IgMXP3 cells, flow cytometry;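 active = inhibition above 80%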;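 also: 0% = DMSO and 100% = nicardipine control wells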
Target sequence (Q9UNQ0 whole entry, looked up): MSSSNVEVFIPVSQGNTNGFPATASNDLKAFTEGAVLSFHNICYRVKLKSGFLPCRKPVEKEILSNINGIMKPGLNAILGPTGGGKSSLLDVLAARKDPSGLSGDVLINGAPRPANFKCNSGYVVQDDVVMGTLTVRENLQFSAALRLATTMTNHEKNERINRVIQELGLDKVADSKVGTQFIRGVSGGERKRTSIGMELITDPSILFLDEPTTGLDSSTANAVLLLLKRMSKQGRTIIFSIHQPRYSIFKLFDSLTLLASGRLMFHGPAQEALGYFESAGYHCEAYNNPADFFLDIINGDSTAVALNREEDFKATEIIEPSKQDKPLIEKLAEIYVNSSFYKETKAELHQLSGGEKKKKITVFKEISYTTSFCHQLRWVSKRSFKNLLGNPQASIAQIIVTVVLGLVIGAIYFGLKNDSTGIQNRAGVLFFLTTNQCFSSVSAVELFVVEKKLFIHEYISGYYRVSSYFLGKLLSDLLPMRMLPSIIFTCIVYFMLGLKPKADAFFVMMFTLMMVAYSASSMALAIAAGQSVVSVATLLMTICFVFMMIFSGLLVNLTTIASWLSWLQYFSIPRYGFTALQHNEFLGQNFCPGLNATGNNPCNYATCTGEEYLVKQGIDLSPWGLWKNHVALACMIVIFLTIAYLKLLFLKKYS
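System: two drug-resistant human cell lines, ABCG2 and ABCB1; controls: nicardipine high and DMSO low controls; times: 10 min exposure at 25 °C with rotation, no wash; detection: flow cytometry of retained JC-1 fluorescence; read-out basis: percent efflux inhibition, scaled nicardipine 100% to DMSO 0%; doses: one concentration, 6.6 µM final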
* hit, by the source's call; ? = inconclusive; nt = not tested or not shown; [ ] = another dose, or the depositor's remark.

SMILES	Pf gametocyte	RGS8-Gao	Mcl-1 Bim block	RGS4-Gao reg	GSH bead fluor	ABCB1 inh	Mcl1-Bid inh	Mcl1-Noxa inh	RGS7-Gao reg	Avidin fluor	ABCG2 inh
COc1ccc(N/C(C)=C2/C(=O)C(=O)N(CCO)C2c2ccc([N+](=O)[O-])cc2)cc1 (stereo not given)	nt	108	2	117	34	0.1	-7	-8	122	7	0
Cc1ccccc1Cn1c(=N)n(CC(=O)c2ccc([N+](=O)[O-])cc2)c2ccccc21	0	101	-6	103	9	0.3	-20	1	102	12	-1
CC(C)Cn1c(N)c(C(=O)COC(=O)c2ccc([N+](=O)[O-])o2)c(=O)n(C)c1=O	nt	104	1	101	17	1.2	-8	8	104	26	9
CC(=O)Nc1cc(C(F)(F)F)ccc1N1CCOCC1	nt	97	-1	93	30	0.6	-9	17	97	15	2
O=C(CCCn1c(=O)c2sccc2n(Cc2cc(=O)n3ccccc3n2)c1=O)NCc1ccco1	nt	115	2	102	19	-2.5	-26	1	101	7	-6
CN(C)CCCn1c(N)c(C#N)c2nc3ccccc3nc21	31	99	nt	104	nt	nt	-6	32	?	19	nt
C=CCC(=O)OCC(=O)Nc1ccc(Cl)cn1	nt	104	4	98	51	-0.2	-16	-1	105	6	-1
CC(C)Sc1nc2c(c(=O)[nH]c(=O)n2C)n1C	nt	94	-4	96	15	0.2	-19	-3	98	20	1
Cc1ccc(OCc2nnc(SCC(=O)c3cccs3)n2-c2ccccc2)cc1C	nt	97	-1	95	19	1.0	-4	-11	96	36	3
CC(C)C(=O)Nc1ccc(-c2nc3ccccc3c(=O)o2)cc1	30	99	4	99	23	-0.2	-8	-2	104	11	0
COc1cccc(-n2nnc3c(=O)n(CC(=O)N4CCCCC4)cnc32)c1	17	99	0	95	15	0.5	-29	0	105	13	2
Cc1ccc(Cl)cc1NC(=O)C1CCN(S(C)(=O)=O)CC1	-3	96	1	90	13	-0.1	-10	14	99	10	0
CN(C)Cc1cc(C(C)(C)C)cc(C(C)(C)C)c1O	0	102	nt	103	nt	nt	-60	-20	?	4	nt
O=C1CCC(C(=O)NCc2cccnc2)N1 (stereo not given)	nt	103	-2	103	16	0.3	-1	-7	100	24	2
CC(C)N1CCN(Cc2cn[nH]c2C2CCCCC2)CC1CCO (stereo not given)	-4	103	-3	104	10	1.8	-20	5	110	3	0
O=C(Nc1ccc2c(c1)CCC2)c1cccc(S(=O)(=O)Nc2ccccc2Cl)c1	nt	97	7	94	5	-0.7	-21	8	96	10	-13
Cc1ccc(C(=O)N/N=C\c2ccc(-c3ccc([N+](=O)[O-])cc3)o2)cn1	-14	100	nt	97	nt	nt	34	26	?	4	nt
C/C(=N\Nc1ccc(C(=O)O)cc1)c1ccc2c(c1)Nc1ccccc1S2	-12	100	nt	99	nt	nt	57*	87*	?	8	nt
CC(C)n1c(-c2cccnc2)nc2cnccc21	nt	140*[activator]	-2	122	17	0.0	-3	15	121	32	6
C=CCNCCOc1cccc(Br)c1	3	98	-1	103	15	0.5	-5	16	100	12	13
CC1CCCC(C)N1C(=O)c1cccc2c1-c1ccccc1/C2=N/O (stereo not given)	19	101	-1	110	12	0.9	0	3	166*[activator]	143*	14
CCN(CC)S(=O)(=O)c1ccc(N2CCOCC2)c(NC(=O)c2ccccc2F)c1	16	102	-3	105	73	1.9	6	3	103	13	16
Cc1ccc2c(c1)c1nc3ccccc3nc1n2CCN1CCOCC1	nt	103	6	104	7	2.0	-15	9	95	9	3
Cc1ccc2nc(SC(C)C(=O)Nc3cccc([N+](=O)[O-])c3)[nH]c2c1 (stereo not given)	nt	103	-5	104	16	1.4	-7	18	101	17	19
CCCC(=O)O[C@H]1C[C@@H](C)N(C(=O)c2ccccc2)c2ccc(C)cc21	-12	99	-1	104	23	0.9	-6	-8	102	34	2
O=C(Nc1nccs1)c1ccc(COc2ccc(Cl)cc2)o1	0	101	5	100	23	0.6	-1	7	102	11	6
CCCCC(O)CN1CCC(c2ccccc2)CC1 (stereo not given)	nt	105	0	101	40	0.3	-5	11	99	7	0
N#Cc1c(-c2ccc(Cl)cc2)c2c([nH]c1=S)CCCC2	-28	95	-5	98	21	-1.5	-50	-25	100	5	-4
Cc1ccccc1Cn1nc(C)c(NC(=O)C2c3ccccc3Oc3ccccc32)c1C	6	89	-4	98	8	0.8	27	-3	101	10	-4
CN(C)c1ccc(N=C/C=C2/N(C)c3ccccc3C2(C)C)cc1	-23	103	-11	102	10	3.3	-69	64*	102	20	34
O=C(NNC(=O)c1ccc(NC(=O)c2ccccc2)cc1)Nc1ccccc1	7	98	-6	95	16	0.0	-16	-18	100	9	1
OC1CCCN(Cc2cn(Cc3ccccc3)nc2-c2cc3ccccc3o2)C1 (stereo not given)	-20	104	-1	99	13	0.2	-38	-14	98	12	0
Cc1nn(-c2ccccc2)c(N2CCCC2)c1/C=N/NC(=O)c1cc2ccccc2cc1O	-11	99	-5	99	12	-0.6	-66	-19	102	22	5
CCOC(=O)Cn1cnc2c(nnn2-c2ccc(OC)cc2)c1=O	0	99	-2	99	11	0.1	-2	-5	102	6	6
CCCC[C@@H]1C[C@H]1[C@@H](NC(=O)c1ccco1)c1ccc(Cl)cc1	nt	101	-2	98	17	1.7	4	-6	100	11	9
COc1cccc(=O)c2c(C)oc(C)c12	-16	109	0	105	17	0.1	-21	6	107	5	1
COc1ccc2c(c1)[nH]c1c(=O)n(CCN(C)C)cnc12	6	125	25	112	10	0.4	-16	-6	115	29	3
Cc1ccc(CNC(=O)c2cccc(S(C)(=O)=O)c2)cc1	nt	111	1	111	45	0.3	3	2	105	8	2
COCCn1c(C)cc(C(=O)COC(=O)CCc2ccc(S(=O)(=O)N3CCOCC3)cc2)c1C	4	99	0	97	41	0.6	-113	10	103	7	2
CCCc1cc(NCCCCO)n2c(nc3ccccc32)c1C#N	5	101	-5	101	16	2.3	-20	1	101	34	2
c1ccc(Nc2nc(N3CCCCC3)nc(N3CCNCC3)n2)cc1	nt	101	0	98	9	0.4	-27	2	99	11	-1
CCN(CC)S(=O)(=O)c1ccc2[nH]cc(C(=O)NCCc3ccccc3)c(=O)c2c1	nt	103	-1	101	41	-0.7	-11	-7	96	15	0
CCCCC(=O)Nc1cc(N(C)C)nc2ccccc12	-20	98	0	98	25	1.3	5	-4	99	23	7
Cc1ccc(NC(=O)COC(=O)c2ccc3c(c2)NC(=O)C2CCCN32)cc1C (stereo not given)	-11	97	0	74	37	-0.7	4	5	82	3	-2
Cc1cccc(NC(=O)CN2C(=O)S/C(=C\c3cc(C)n(C)c3C)C2=O)c1	-2	104	-1	102	13	-0.7	-18	36	104	10	-5
CCOc1ccc(/C=C2\SC(=S)N(Nc3ccccc3)C2=O)cc1OC	-11	100	-3	104	8	-0.7	-6	0	111	12	-2
O=C(NCc1ccccn1)c1ccc(Cl)c(S(=O)(=O)Nc2ccccc2C(=O)NCc2ccccn2)c1	2	98	-1	95	14	-0.5	-32	9	103	24	-1
CCc1cccc2c(C#N)cn(CC(=O)NCc3ccco3)c12	10	100	-1	94	25	0.8	-22	7	95	11	10
C=CCNC(=S)N/N=C(\C)c1ccc(OC)cc1	13	103	-3	101	5	0.6	-12	34	98	2	3
O=C(c1sc2ccccc2c1Cl)N(Cc1ccco1)C1CCS(=O)(=O)C1 (stereo not given)	nt	98	0	96	59	1.2	-41	-6	102	6	3
COc1ccccc1OCCn1cc(/C=N/n2cnnc2)c2ccccc21	1	103	-5	98	11	0.9	-3	-6	96	5	3
O=C(CNC(c1ccccc1)c1ccccc1)Nc1ccccc1-c1ccccc1	6	104	-4	104	11	1.1	-2	-10	102	11	2
COc1ccc2[nH]c(C)c(C(=O)CN3CCc4cc(OC)c(OC)cc4C3)c2c1	-8	103	0	104	38	0.7	nt	nt	103	11	14
O=C(CC(=O)NN=C1CCCC1)NCCc1ccccc1	4	98	-1	100	8	0.4	10	2	100	16	0
CCCc1cc(=O)c2ccc(OCC(C)=O)cc2o1	16	100	nt	101	nt	nt	1	-16	?	9	nt
CCOP(=O)(O)c1cccc(OCCOCCOc2cccc(P(=O)(O)OCC)c2)c1	nt	100	1	99	12	-2.6	40	30	102	9	12
CCC(=O)Nc1ccc(-c2nc3ccccc3c(=O)o2)cc1	nt	102	2	103	10	-0.1	7	14	106	7	7
CN(CCC#N)C(=O)COC(=O)c1ccc2c(=O)n3c(nc2c1)CCC3	nt	103	1	103	11	0.5	11	-11	104	21	1
CC(C)(C)c1ccc(S(=O)(=O)NCc2ccc(C(=O)NCc3ccccn3)cc2)cc1	nt	106	-8	98	16	0.5	-10	4	99	21	1
CCN(C(=O)COC(=O)CNC(=O)c1ccc2ccccc2c1)C1CCS(=O)(=O)C1 (stereo not given)	nt	100	4	104	15	-0.4	-3	3	?	14	0
(list continues)
SMILES	Pf gametocyte	RGS8-Gao	Mcl-1 Bim block	RGS4-Gao reg	GSH bead fluor	ABCB1 inh	Mcl1-Bid inh	Mcl1-Noxa inh	RGS7-Gao reg	Avidin fluor	ABCG2 inh
Cc1ccc(C)c(CSc2nnc(CCN)o2)c1	3	99	-1	100	11	0.5	-12	5	102	11	2
CC1c2ccccc2N(NC(=O)Cc2ccccc2)C1C (stereo not given)	-3	103	nt	104	nt	nt	-5	-8	?	4	nt
Cc1ccc(NC(=O)CN(C)C(=O)c2n[nH]c(=O)c3ccccc23)cc1	-14	108	-3	99	62	0.4	-9	19	100	31	1
Cc1ccc(C#N)c(SCc2cc3c(cc2Cl)OCO3)n1	nt	109	-4	107	12	0.0	-10	20	105	7	0
CCN(C(=O)CN1c2ccccc2CC1C)c1c(N)n(Cc2ccccc2)c(=O)[nH]c1=O (stereo not given)	3	92	4	95	16	0.1	-40	21	95	13	1
CCCC(=O)Nc1ccc(Br)cn1	nt	103	17	100	11	0.4	10	5	102	15	1
CCCCNCc1cccn1-c1ccccc1	nt	89	6	100	28	4.7	16	32	95	3	8
CC(C)COP(=O)(OCC(C)C)C(Nc1ccccc1)c1ccc(F)cc1 (stereo not given)	-10	78	-6	94	3	3.2	-12	-3	96	7	28
COC(=O)c1nnn(Cc2ccccc2)c1N	nt	104	-2	101	21	0.3	-3	22	106	10	0
COC(=O)CC(N)c1ccc(OC)c2ccccc12 (stereo not given)	7	98	-1	101	15	0.5	8	26	100	8	2

The order is random, and some 3.3% of all compounds hit somewhere here.
